Tcruzi prolif: blocks T. cruzi growth in NIH3T3 culture; T. cruzi beta-gal in NIH3T3, GalScreen luminescence, 90 h; inhibition, % at 8.34 µM; 77,000 tested, 5.9% active; AID 624255;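 active = mean inhibition above about 93%, with at least 55% of replicates each passing it, limit read from the data, passing the limit was not always enough; inconclusive = only one of those two conditions holds; inactive = neither condition holds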
C diff HTS: C. difficile growth inhibition; Clostridium difficile clinical isolate growth, OD600, 24 h; stronger effect = lower value; growth activity, negative = inhibition, % at 16 µg/mL (by protocol); 86,000 tested, 0.25% active; AID 1259249;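 active = mean growth activity at or below -80% and every replicate also at or below -80%; inconclusive = mean at or below -80% but some replicate above -80%; inactive = mean growth activity above -80%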;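 note: 0% = DMSO wells and -100% = levofloxacin 16 µg/mL wells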
KDM4C inh: inhibitors of human demethylase GASC-1 KDM4C | inhibition, % at 12.5 µM | 96,000 tested, 0.15% active | AID 720574 | GST-KDM4C 2-372, H3K9me3 peptide, LANCE TR-FRET | Q9H3R0;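 active = mean replicate inhibition above about 25%, with at least 55% of replicates also reaching it, limit read from the data, passing the limit was not always enough; inconclusive = only one of those two conditions met; inactive = neither condition met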
Target sequence (Q9H3R0 2-372 limits assumed): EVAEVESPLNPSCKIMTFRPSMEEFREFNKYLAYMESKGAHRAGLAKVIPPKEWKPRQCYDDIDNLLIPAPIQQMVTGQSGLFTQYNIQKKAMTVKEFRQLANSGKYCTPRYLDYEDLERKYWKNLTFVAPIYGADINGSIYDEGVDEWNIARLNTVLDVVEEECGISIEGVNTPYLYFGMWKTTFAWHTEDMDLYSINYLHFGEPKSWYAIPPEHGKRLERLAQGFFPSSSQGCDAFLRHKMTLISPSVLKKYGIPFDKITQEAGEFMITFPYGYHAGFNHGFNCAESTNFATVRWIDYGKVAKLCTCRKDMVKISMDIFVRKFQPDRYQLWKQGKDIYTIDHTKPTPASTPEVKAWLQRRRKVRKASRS
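Assay system: GST-GASC-1 enzyme fragment 2-372 | Amount: 10 nM enzyme | Medium: HEPES buffer, pH 7.5, plus ascorbate | Reagent: H3K9me3 peptide substrate, Fe(II), 2-oxoglutarate | Doses: Single-point compound screen | Incubation: 30 min demethylation and 1 h detection at room temperature | Measured by: LANCE TR-FRET, excitation 340 nm, emissions 618 and 671 nm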
Pf Dd2 inh: inhibitors of Plasmodium falciparum Dd2 growth; P. falciparum Dd2 growth, SYBR Green, 72 h; stronger effect = lower value; 94,000 tested, 2.3% active; activity change, % at 10 µM; AID 1159554; in the data active = activity change below about -80%; inconclusive = no clear call, values can overlap the other calls
Numbers without * were called inactive; & = joins results of further samples.

What do the screens show for `Cc1ccccc1S(=O)(=O)NCC[C@H]1CC[C@H](NC(=O)Nc2cccc(F)c2)[C@@H](CO)O1`?
Tcruzi prolif: -2; C diff HTS: -4; KDM4C inh: -0.4; Pf Dd2 inh: -6

Results for C[C@@H]1CN([C@@H](C)CO)C(=O)CCCn2cc(nn2)CO[C@@H]1CN(C)C(=O)Nc1ccc(F)cc1 ?
Tcruzi prolif: 27; KDM4C inh: 0.0; Pf Dd2 inh: -5

How did COc1ccc2c3c([nH]c2c1)[C@H](CO)N(C(=O)CC1CC1)CC31CCN(Cc2cncnc2)CC1 do in these assays?
C diff HTS: -2; KDM4C inh: 0.1; Pf Dd2 inh: -49

How did O=C(c1ccc2c(c1)OCO2)N1C[C@H]2[C@@H](c3ccccc31)[C@H](CO)N2Cc1cccnc1 do in these assays?
Tcruzi prolif: 46; C diff HTS: 1; KDM4C inh: 3.1; Pf Dd2 inh: -3

Results for COc1cccc(C(=O)Nc2ccc3c(c2)C(=O)N(C)C[C@@H](OC)[C@H](C)CN(C)[C@@H](C)CO3)c1 ?
Tcruzi prolif: -11; KDM4C inh: 0.1; Pf Dd2 inh: -10

What do the screens show for `C[C@H](CO)N1C[C@H](C)[C@@H](CN(C)Cc2ccc(Oc3ccccc3)cc2)Oc2c(NC(=O)Nc3ccccc3)cccc2C1=O`?
Tcruzi prolif: 91; C diff HTS: 3; Pf Dd2 inh: -43

How did C[C@H]1CN([C@@H](C)CO)C(=O)c2cccc(NS(=O)(=O)c3ccc(Cl)cc3)c2O[C@H]1CN(C)C(=O)Nc1ccc2c(c1)OCO2 do in these assays?
Tcruzi prolif: 65; C diff HTS: -9; KDM4C inh: 0.3; Pf Dd2 inh: -12

What do the screens show for `C/C=C/c1ccc([C@H]2[C@@H](CO)N3C(=O)CN(C(=O)c4cnccn4)C[C@@H]23)cc1`?
C diff HTS: 7; KDM4C inh: -0.1; Pf Dd2 inh: 20

How did CCCC(=O)N1CCC2(CC1)CN(C(=O)c1ccc(F)cc1)[C@@H](CO)c1[nH]c3cc(OC)ccc3c12 do in these assays?
C diff HTS: 11; KDM4C inh: 1.0; Pf Dd2 inh: -60

Results for Cc1ccc(S(=O)(=O)N[C@H]2CC[C@@H](CC(=O)O)O[C@@H]2CO)cc1 ?
Tcruzi prolif: 7; KDM4C inh: 1.2; Pf Dd2 inh: 2

Results for C[C@H]1CN([C@@H](C)CO)S(=O)(=O)c2ccc(-c3cccnc3)cc2O[C@@H]1CN(C)C(=O)CC1CC1 ?
Tcruzi prolif: 50; C diff HTS: -5; KDM4C inh: 1.5; Pf Dd2 inh: -12

How did COc1ccc(-c2ccc(C3[C@H]4CNC[C@@H]3N4C(=O)Nc3cccc(OC)c3)cc2)cc1 (some centres not stated) do in these assays?
C diff HTS: -12&56; KDM4C inh: -1.5; Pf Dd2 inh: -56&37

Structural class, the compounds so far with an NH in an aromatic ring
How did COc1ccc2c3c([nH]c2c1)[C@H](CO)N(C(=O)CC1CC1)CC31CCN(Cc2cncnc2)CC1 do in these assays?
C diff HTS: -2; KDM4C inh: 0.1; Pf Dd2 inh: -49

How did CCCC(=O)N1CCC2(CC1)CN(C(=O)c1ccc(F)cc1)[C@@H](CO)c1[nH]c3cc(OC)ccc3c12 do in these assays?
C diff HTS: 11; KDM4C inh: 1.0; Pf Dd2 inh: -60

(more compounds)
Results for COc1cccc(CNC(=O)C[C@H]2CC[C@@H](NC(=O)C3CCC3)[C@@H](CO)O2)c1 ?
Tcruzi prolif: -7; C diff HTS: -4; KDM4C inh: -0.4; Pf Dd2 inh: 14

What do the screens show for `O=C(C[C@H]1C[C@@H]2c3cc(NC(=O)NC4CCCC4)ccc3O[C@@H]2[C@@H](CO)O1)NCc1ccccn1`?
C diff HTS: -1; KDM4C inh: -1.8; Pf Dd2 inh: 29

What do the screens show for `C[C@@H]1CN([C@@H](C)CO)C(=O)Cc2cc(NC(=O)Nc3cccc4ccccc34)ccc2O[C@@H]1CN(C)C(=O)Nc1ccc2c(c1)OCO2`?
Tcruzi prolif: 37; C diff HTS: 3; KDM4C inh: 1.5; Pf Dd2 inh: -3

How did C[C@H](CO)N1C[C@H](C)[C@@H](CN(C)S(=O)(=O)c2cn(C)cn2)Oc2c(NS(=O)(=O)c3ccc(F)cc3)cccc2C1=O do in these assays?
C diff HTS: 3; KDM4C inh: -0.9; Pf Dd2 inh: 26

What do the screens show for `COCCNC(=O)C[C@@H]1CC[C@H]2[C@@H](COC[C@@H](O)CN2S(=O)(=O)c2ccccc2F)O1`?
Tcruzi prolif: 48; C diff HTS: -9&-9; KDM4C inh: -2.9

How did O=C(CN1CCOCC1)N[C@@H]1CC[C@H](CCn2cc(C3CC3)nn2)O[C@@H]1CO do in these assays?
C diff HTS: -3; KDM4C inh: 0.1; Pf Dd2 inh: 15

What do the screens show for `CC(C)NC(=O)N1[C@@H]2CNc3ccccc3[C@@H]2[C@@H]1CO`?
Tcruzi prolif: 91; C diff HTS: -1; KDM4C inh: 1.3; Pf Dd2 inh: -71

How did Cc1noc(C)c1NC(=O)Nc1ccc2c(c1)C(=O)N([C@H](C)CO)C[C@H](C)[C@H](CN(C)C(=O)Nc1cccc3ccccc13)OCCCC[C@@H](C)O2 do in these assays?
Tcruzi prolif: 14; C diff HTS: 2; Pf Dd2 inh: -7

How did C[C@H]1CN([C@@H](C)CO)C(=O)c2cc(C#CCc3ccccc3)cnc2O[C@@H]1CN(C)Cc1ccccc1 do in these assays?
C diff HTS: 3; KDM4C inh: 0.9; Pf Dd2 inh: -59

What do the screens show for `C[C@H]1CN([C@@H](C)CO)C(=O)Cc2cc(N(C)C)ccc2O[C@@H]1CN(C)Cc1ccncc1`?
Tcruzi prolif: 74; C diff HTS: 3; KDM4C inh: 1.5; Pf Dd2 inh: 1

Results for COc1ccc2c3c(n(C)c2c1)[C@@H](CO)NCC31CN(Cc2cc(F)ccc2F)C1 ?
C diff HTS: 13; KDM4C inh: 1.9; Pf Dd2 inh: 12

Results for C[C@H]1CN([C@@H](C)CO)S(=O)(=O)c2ccc(-c3cccc(C#N)c3)cc2O[C@@H]1CN(C)C(=O)Nc1ccccc1F ?
Tcruzi prolif: inconclusive; C diff HTS: 1; KDM4C inh: -0.9; Pf Dd2 inh: -56

Results for Cc1noc(C)c1NC(=O)N(C)C[C@@H]1Oc2ncc(C#Cc3ccc(F)cc3)cc2C(=O)N([C@H](C)CO)C[C@@H]1C ?
Tcruzi prolif: -36; C diff HTS: 1; KDM4C inh: -2.3; Pf Dd2 inh: -7

How did O=S(=O)(c1ccccc1)N1CC2(C1)[C@H](c1ccccc1)[C@@H](CO)N2CC1CCOCC1 do in these assays?
C diff HTS: 1; KDM4C inh: 0.3; Pf Dd2 inh: -41

Results for C[C@H](CO)N1C[C@H](C)[C@@H](CN(C)S(=O)(=O)c2ccc(F)cc2)Oc2ccc(N(C)C)cc2C1=O ?
C diff HTS: 0; Pf Dd2 inh: -4

Results for C/C=C/c1cnc2c(c1)C(=O)N([C@@H](C)CO)C[C@@H](C)[C@@H](CN(C)C(=O)c1cccnc1)O2 ?
Tcruzi prolif: 30; C diff HTS: 4; KDM4C inh: 1.5; Pf Dd2 inh: 24

Results for CCCN1C[C@H](C)[C@@H](OC)CN(C)C(=O)c2cc(NC(=O)CC(F)(F)F)ccc2OC[C@@H]1C ?
C diff HTS: -1; KDM4C inh: 0.6; Pf Dd2 inh: 8

Results for O=C(CCN1CCCCC1)N[C@@H]1CC[C@H](CCNS(=O)(=O)c2ccccc2)O[C@H]1CO ?
Tcruzi prolif: -1; KDM4C inh: 0.2; Pf Dd2 inh: 4

Results for CN1CCN(C(=O)C[C@@H]2CC[C@H]3[C@@H](COC[C@@H](O)CN3C(=O)Nc3ccc(Cl)cc3)O2)CC1 ?
Tcruzi prolif: 14; KDM4C inh: 2.0; Pf Dd2 inh: 5

How did CO[C@H]1CN(C)C(=O)c2cc(NS(=O)(=O)c3cn(C)cn3)ccc2OC[C@@H](C)N(CCC(F)(F)F)C[C@H]1C do in these assays?
Tcruzi prolif: 25; C diff HTS: 5; KDM4C inh: -2.2; Pf Dd2 inh: 13

What do the screens show for `O=C(C[C@H]1C[C@@H]2c3cc(NC(=O)c4ccc5c(c4)OCO5)ccc3O[C@@H]2[C@H](CO)O1)NCc1ccc(Oc2ccccc2)cc1`?
Tcruzi prolif: 177*; C diff HTS: -5; KDM4C inh: -1.7; Pf Dd2 inh: -18

How did COc1cccc(-c2ccc3n(c2=O)C[C@@H]2[C@@H](CO)[C@H](C(=O)N(C)C)[C@H]3N2C(=O)c2ccccn2)c1 do in these assays?
Tcruzi prolif: 26; C diff HTS: -4; KDM4C inh: -1.7

Results for COc1ccc(S(=O)(=O)N(C)C[C@@H]2Oc3c(NC(=O)c4cc(C)nn4C)cccc3C(=O)N([C@H](C)CO)C[C@H]2C)cc1 ?
Tcruzi prolif: -93; C diff HTS: 3; KDM4C inh: 0.8; Pf Dd2 inh: -18

What do the screens show for `C[C@H]1CN([C@@H](C)CO)C(=O)c2cc(NS(=O)(=O)c3cccs3)ccc2O[C@H]1CN(C)Cc1ccccc1`?
Tcruzi prolif: 21; C diff HTS: 4; KDM4C inh: 0.7; Pf Dd2 inh: 18

A draw from above in order of count of non-hydrogen atoms, lowest first:
Results for CCCN1C[C@H](C)[C@@H](OC)CN(C)C(=O)c2cc(NC(=O)CC(F)(F)F)ccc2OC[C@@H]1C ?
C diff HTS: -1; KDM4C inh: 0.6; Pf Dd2 inh: 8

Results for C[C@H](CO)N1C[C@H](C)[C@@H](CN(C)S(=O)(=O)c2ccc(F)cc2)Oc2ccc(N(C)C)cc2C1=O ?
C diff HTS: 0; Pf Dd2 inh: -4

How did COc1cccc(-c2ccc3n(c2=O)C[C@@H]2[C@@H](CO)[C@H](C(=O)N(C)C)[C@H]3N2C(=O)c2ccccn2)c1 do in these assays?
Tcruzi prolif: 26; C diff HTS: -4; KDM4C inh: -1.7

(more compounds)
What do the screens show for `C[C@H]1CN([C@@H](C)CO)S(=O)(=O)c2ccc(C#Cc3cccc(F)c3)cc2O[C@H]1CN(C)S(=O)(=O)c1ccccc1F`?
Tcruzi prolif: 111*; C diff HTS: 26; KDM4C inh: 0.2; Pf Dd2 inh: -10

How did CCCNC(=O)N[C@@H]1CC[C@H](CC(=O)N2CCN(C)CC2)O[C@H]1CO do in these assays?
Tcruzi prolif: 11; KDM4C inh: 3.3; Pf Dd2 inh: 2

What do the screens show for `C[C@H]1CN([C@@H](C)CO)C(=O)Cc2cc(NC(=O)Cn3cnnn3)ccc2O[C@H]1CN(C)Cc1ccc(Oc2ccccc2)cc1`?
Tcruzi prolif: 24; C diff HTS: -19; KDM4C inh: -2.2; Pf Dd2 inh: 0

How did C[C@H](CO)N1C[C@H](C)[C@@H](CN(C)S(=O)(=O)c2cn(C)cn2)OCCCC[C@H](C)Oc2ccc(N(C)C)cc2C1=O do in these assays?
Tcruzi prolif: 18; C diff HTS: 1; KDM4C inh: 10; Pf Dd2 inh: 11

Results for O=C(C[C@@H]1CC[C@H](NC(=O)C2CC2)[C@@H](CO)O1)NCC1CC1 ?
C diff HTS: -2; KDM4C inh: 1.4

What do the screens show for `C/C=C/c1ccc([C@@H]2[C@@H](CO)N(Cc3cccc(F)c3)C23CN(C(C)=O)C3)cc1`?
C diff HTS: 0; KDM4C inh: 1.3; Pf Dd2 inh: -65

Results for C[C@@H]1CCCCO[C@@H](CN(C)C(=O)Nc2ccccc2)[C@@H](C)CN([C@@H](C)CO)C(=O)c2cc(NC(=O)Nc3ccc4c(c3)OCO4)ccc2O1 ?
Tcruzi prolif: 16; C diff HTS: 12; KDM4C inh: -0.5; Pf Dd2 inh: -63

What do the screens show for `C[C@H](CO)N1C[C@H](C)[C@@H](CN(C)C(=O)Nc2ccccc2)Oc2ncc(C#CC3CC3)cc2C1=O`?
Tcruzi prolif: 47; KDM4C inh: -0.5; Pf Dd2 inh: 7

How did C[C@@H]1CN([C@H](C)CO)C(=O)c2cc(NS(=O)(=O)c3cn(C)cn3)ccc2O[C@H]1CN(C)Cc1ccc(Cl)c(Cl)c1 do in these assays?
Tcruzi prolif: 1; C diff HTS: -7; KDM4C inh: -0.5; Pf Dd2 inh: 1

What do the screens show for `C[C@H]1CN([C@@H](C)CO)C(=O)c2cc(/C=C/c3ccccc3)cnc2O[C@H]1CN(C)C(=O)CN(C)C`?
C diff HTS: -4; KDM4C inh: 0.0; Pf Dd2 inh: 13

How did COc1ccc2c3c(n(C)c2c1)[C@H](CO)N(C(C)=O)CC31CCN(C(=O)C2CCOCC2)CC1 do in these assays?
C diff HTS: 2; KDM4C inh: 0.4; Pf Dd2 inh: -54

What do the screens show for `CCNC[C@@H]1[C@@H](c2ccccc2)[C@@H](CO)N1C(=O)Cc1ccccn1`?
Tcruzi prolif: 32; C diff HTS: -4; KDM4C inh: -0.1; Pf Dd2 inh: 5
